TcdB GH inh = TcdB glycohydrolase inhibition | inhibition, % at 9.99 µM | AID 652162 | P18177 | TcdB glycohydrolase enzymatic assay, plate reader | 350,000 tested, 0.24% active; in the data active means inhibition above about 10%
Target sequence (P18177 whole entry, looked up): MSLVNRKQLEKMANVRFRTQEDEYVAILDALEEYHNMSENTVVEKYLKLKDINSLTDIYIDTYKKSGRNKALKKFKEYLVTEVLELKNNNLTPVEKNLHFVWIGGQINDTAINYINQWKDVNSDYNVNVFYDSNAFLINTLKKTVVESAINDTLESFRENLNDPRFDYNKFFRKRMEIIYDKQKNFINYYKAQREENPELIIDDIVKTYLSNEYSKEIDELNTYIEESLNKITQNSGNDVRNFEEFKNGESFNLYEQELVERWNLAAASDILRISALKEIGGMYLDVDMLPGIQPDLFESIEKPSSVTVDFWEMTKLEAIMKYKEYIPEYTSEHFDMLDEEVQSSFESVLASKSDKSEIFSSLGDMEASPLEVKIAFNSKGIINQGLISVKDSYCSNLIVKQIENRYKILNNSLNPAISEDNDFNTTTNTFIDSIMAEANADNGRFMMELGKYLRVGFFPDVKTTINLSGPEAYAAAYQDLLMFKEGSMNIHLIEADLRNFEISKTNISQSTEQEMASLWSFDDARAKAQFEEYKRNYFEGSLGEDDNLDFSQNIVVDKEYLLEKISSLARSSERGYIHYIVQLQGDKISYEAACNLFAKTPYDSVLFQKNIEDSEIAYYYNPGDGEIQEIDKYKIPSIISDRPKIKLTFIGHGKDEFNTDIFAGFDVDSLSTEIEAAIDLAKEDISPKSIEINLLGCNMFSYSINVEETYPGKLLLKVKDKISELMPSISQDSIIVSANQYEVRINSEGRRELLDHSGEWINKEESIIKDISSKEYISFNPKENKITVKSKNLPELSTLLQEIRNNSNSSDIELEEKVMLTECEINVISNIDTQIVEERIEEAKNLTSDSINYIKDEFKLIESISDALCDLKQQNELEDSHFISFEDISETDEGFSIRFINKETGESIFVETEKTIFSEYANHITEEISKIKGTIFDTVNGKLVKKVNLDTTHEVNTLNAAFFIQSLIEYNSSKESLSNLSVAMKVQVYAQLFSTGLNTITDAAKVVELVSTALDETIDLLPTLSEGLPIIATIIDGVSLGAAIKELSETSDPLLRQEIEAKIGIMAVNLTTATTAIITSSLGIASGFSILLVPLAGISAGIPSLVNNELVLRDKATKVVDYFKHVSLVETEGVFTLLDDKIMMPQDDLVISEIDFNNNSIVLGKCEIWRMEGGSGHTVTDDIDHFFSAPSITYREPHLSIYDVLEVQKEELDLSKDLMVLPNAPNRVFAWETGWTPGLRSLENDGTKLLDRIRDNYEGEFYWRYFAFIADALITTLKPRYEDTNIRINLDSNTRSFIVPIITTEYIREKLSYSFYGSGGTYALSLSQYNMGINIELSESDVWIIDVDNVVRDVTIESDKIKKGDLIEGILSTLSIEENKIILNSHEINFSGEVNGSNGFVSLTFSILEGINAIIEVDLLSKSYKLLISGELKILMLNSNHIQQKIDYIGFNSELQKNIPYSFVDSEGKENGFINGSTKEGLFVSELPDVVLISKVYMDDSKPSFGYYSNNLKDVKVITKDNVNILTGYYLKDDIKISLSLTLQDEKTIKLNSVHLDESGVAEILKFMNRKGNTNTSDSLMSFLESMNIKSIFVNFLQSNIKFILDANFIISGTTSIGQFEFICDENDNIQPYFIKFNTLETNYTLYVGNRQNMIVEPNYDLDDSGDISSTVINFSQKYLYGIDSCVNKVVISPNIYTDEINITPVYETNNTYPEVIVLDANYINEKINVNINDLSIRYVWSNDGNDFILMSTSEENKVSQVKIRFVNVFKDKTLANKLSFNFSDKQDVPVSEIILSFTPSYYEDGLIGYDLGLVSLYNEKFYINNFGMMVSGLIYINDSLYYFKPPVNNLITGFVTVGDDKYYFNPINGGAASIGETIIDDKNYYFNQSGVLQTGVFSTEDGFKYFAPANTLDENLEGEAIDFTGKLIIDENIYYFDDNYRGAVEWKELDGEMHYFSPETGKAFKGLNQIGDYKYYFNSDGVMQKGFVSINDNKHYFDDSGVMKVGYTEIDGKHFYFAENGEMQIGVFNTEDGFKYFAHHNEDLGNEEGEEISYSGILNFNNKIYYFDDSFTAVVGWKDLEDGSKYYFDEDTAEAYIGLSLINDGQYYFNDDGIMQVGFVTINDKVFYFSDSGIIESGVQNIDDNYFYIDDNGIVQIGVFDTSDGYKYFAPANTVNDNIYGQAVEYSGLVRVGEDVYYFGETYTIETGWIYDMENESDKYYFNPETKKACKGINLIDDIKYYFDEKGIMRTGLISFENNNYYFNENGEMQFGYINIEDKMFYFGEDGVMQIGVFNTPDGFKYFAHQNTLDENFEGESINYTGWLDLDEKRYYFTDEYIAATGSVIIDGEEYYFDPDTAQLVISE
The depositor's hits bear a star. An excerpt; rates above refer to the full screens.

C[C@H]1CN([C@@H](C)CO)C(=O)c2cccc(NC(=O)C3CCCCC3)c2O[C@H]1CN(C)Cc1ccc(C(=O)Nc2ccccc2N)cc1 was read as TcdB GH inh -1.1.
Screening C[C@H](CO)N1C[C@H](C)[C@@H](CN(C)S(=O)(=O)c2ccccc2)Oc2ccc(NC(=O)CCCN(C)C)cc2CC1=O returned TcdB GH inh -1.3.
`CCN(C[C@@H]1N[C@@H](CO)[C@@H]1c1ccc(-c2cccc(C#N)c2)cc1)C(=O)COC` gave TcdB GH inh -0.3.
Screening Cc1ccccc1-c1ccc2c(c1)O[C@@H](CN(C)Cc1ccc(C(=O)O)cc1)[C@H](C)CN([C@@H](C)CO)S2(=O)=O returned TcdB GH inh -1.0.
Screening C[C@@H]1CN([C@@H](C)CO)C(=O)c2cc(NC(=O)Cc3cn(C)c4ccccc34)ccc2O[C@@H]1CN(C)Cc1ccc(-c2ccccc2)cc1 returned TcdB GH inh 0.3.
For CC=Cc1ccc2n(c1=O)C[C@H]1[C@H](CO)[C@@H](C(=O)NCC3CC3)N(C(=O)CC3CC3)[C@@H]21 (mixture of isomers) the results were TcdB GH inh -0.1.
Screening CO[C@@H]1CN(C)C(=O)c2cc(NS(=O)(=O)c3ccccc3C)ccc2OC[C@H](C)N(C)C[C@H]1C returned TcdB GH inh -0.7.
`CO[C@@H]1CN(C)C(=O)c2cc(NC(C)=O)ccc2OC[C@H](C)N(C(=O)CN(C)C)C[C@H]1C` gave TcdB GH inh -1.3.
O=C(C1CC1)N1[C@H](CO)[C@H]2c3ccccc3N(S(=O)(=O)c3ccccc3)C[C@H]21 was read as TcdB GH inh 0.6.
Screening COc1ccc(S(=O)(=O)Nc2cccc3c2O[C@H](CN(C)S(=O)(=O)c2c(C)noc2C)[C@@H](C)CN([C@H](C)CO)C3=O)cc1 returned TcdB GH inh -6.1.
Screening CCC(=O)Nc1ccc2c(c1)OC[C@@H](C)N(Cc1ccccc1)C[C@H](C)[C@H](OC)CN(C)C2=O returned TcdB GH inh -2.8.
C[C@H](CO)N1C[C@H](C)[C@H](CN(C)S(C)(=O)=O)Oc2cc(-c3ccccc3)ccc2S1(=O)=O was read as TcdB GH inh -0.7.
O=C(C[C@H]1CC[C@@H](NC(=O)C2CC2)[C@H](CO)O1)NCCCN1CCOCC1 was read as TcdB GH inh -0.6.
C[C@H](CO)N1C[C@H](C)[C@H](CN(C)Cc2ccc3c(c2)OCO3)Oc2c(NS(=O)(=O)c3ccc(Cl)cc3)cccc2C1=O was read as TcdB GH inh 0.8.
`Cc1ccc(S(=O)(=O)Nc2ccc3c(c2)CC(=O)N([C@@H](C)CO)C[C@H](C)[C@@H](CN(C)S(=O)(=O)c2c(C)noc2C)O3)cc1` gave TcdB GH inh 0.8.
`C[C@@H](O)C#Cc1ccc([C@@H]2[C@H](CO)N3CCCCN(C(=O)c4ccncc4)C[C@@H]23)cc1` gave TcdB GH inh 0.9.
COc1ccc(-c2ccc([C@@H]3[C@@H](C#N)N(C(=O)c4cccc(F)c4)[C@H]3CO)cc2)cc1 was read as TcdB GH inh 0.0.
Screening Cc1noc(C)c1S(=O)(=O)N(C)C[C@H]1OCCCC[C@H](C)Oc2ccc(NS(=O)(=O)c3ccccc3)cc2C(=O)N([C@@H](C)CO)C[C@@H]1C returned TcdB GH inh -0.1.
For C[C@H](CO)N1C[C@H](C)[C@H](CN(C)C(=O)Cc2cccnc2)Oc2ncc(/C=C/c3ccccc3)cc2C1=O the results were TcdB GH inh 1.4.
Screening CN1C[C@H]2[C@@H](c3ccccc31)[C@@H](CO)N2C(=O)Nc1ccc(F)cc1 returned TcdB GH inh -0.4.

Arranged by length of the SMILES (smallest number first): part of the list above.
COc1ccc(-c2ccc([C@@H]3[C@@H](C#N)N(C(=O)c4cccc(F)c4)[C@H]3CO)cc2)cc1 was read as TcdB GH inh 0.0.
C[C@H](CO)N1C[C@H](C)[C@H](CN(C)S(C)(=O)=O)Oc2cc(-c3ccccc3)ccc2S1(=O)=O was read as TcdB GH inh -0.7.
For C[C@H](CO)N1C[C@H](C)[C@H](CN(C)C(=O)Cc2cccnc2)Oc2ncc(/C=C/c3ccccc3)cc2C1=O the results were TcdB GH inh 1.4.
C[C@H](CO)N1C[C@H](C)[C@H](CN(C)Cc2ccc3c(c2)OCO3)Oc2c(NS(=O)(=O)c3ccc(Cl)cc3)cccc2C1=O was read as TcdB GH inh 0.8.
C[C@H]1CN([C@@H](C)CO)C(=O)c2cccc(NC(=O)C3CCCCC3)c2O[C@H]1CN(C)Cc1ccc(C(=O)Nc2ccccc2N)cc1 was read as TcdB GH inh -1.1.
`Cc1ccc(S(=O)(=O)Nc2ccc3c(c2)CC(=O)N([C@@H](C)CO)C[C@H](C)[C@@H](CN(C)S(=O)(=O)c2c(C)noc2C)O3)cc1` gave TcdB GH inh 0.8.

The main list resumes, starting 3 compounds before the break.
Screening Cc1noc(C)c1S(=O)(=O)N(C)C[C@H]1OCCCC[C@H](C)Oc2ccc(NS(=O)(=O)c3ccccc3)cc2C(=O)N([C@@H](C)CO)C[C@@H]1C returned TcdB GH inh -0.1.
For C[C@H](CO)N1C[C@H](C)[C@H](CN(C)C(=O)Cc2cccnc2)Oc2ncc(/C=C/c3ccccc3)cc2C1=O the results were TcdB GH inh 1.4.
Screening CN1C[C@H]2[C@@H](c3ccccc31)[C@@H](CO)N2C(=O)Nc1ccc(F)cc1 returned TcdB GH inh -0.4.
COc1ccc2c3c([nH]c2c1)[C@@H](CO)N(C(C)=O)CC31CN(C(=O)CN2CCOCC2)C1 was read as TcdB GH inh 1.6.
CCCNC(=O)C[C@H]1CC[C@@H]2[C@H](COC[C@H](O)CN2CC2CCCCC2)O1 was read as TcdB GH inh -1.0.
`CCC(=O)N1[C@@H](CO)[C@@H](c2ccc(-c3ccccc3OC)cc2)C12CN(C(C)=O)C2` gave TcdB GH inh 1.1.
C/C=C/c1ccc([C@H]2[C@@H](CO)N3C(=O)CN(Cc4ccc(C)cc4)C[C@H]23)cc1 was read as TcdB GH inh -0.5.
For COc1ccc(NC(=O)N(C)C[C@H]2Oc3c(NC(=O)CCCCCC(=O)Nc4ccccc4N)cccc3C(=O)N([C@@H](C)CO)C[C@@H]2C)cc1 the results were TcdB GH inh -0.4.
C[C@@H]1CCCCO[C@H](CN(C)C(=O)C2CCCCC2)[C@@H](C)CN([C@@H](C)CO)C(=O)c2cc(NC(=O)Nc3cccc4ccccc34)ccc2O1 was read as TcdB GH inh -0.3.
Screening CC(=O)N(C)C[C@H]1Oc2cc(C#CCC(C)C)ccc2S(=O)(=O)N([C@H](C)CO)C[C@@H]1C returned TcdB GH inh -1.1.
Screening C[C@@H]1CN([C@@H](C)CO)C(=O)CCCn2cc(nn2)CO[C@@H]1CN(C)Cc1ccc(-c2ccccc2)cc1 returned TcdB GH inh -0.3.
`COc1ccc(NC(=O)N(C)C[C@H]2OCCCC[C@H](C)Oc3ccc(NC(=O)Cc4ccccc4)cc3C(=O)N([C@H](C)CO)C[C@@H]2C)cc1` gave TcdB GH inh 0.4.
O=C(C[C@@H]1CC[C@@H]2[C@H](COC[C@H](O)CN2C(=O)Nc2ccc(Cl)cc2)O1)NCC1CC1 was read as TcdB GH inh 0.3.
`CO[C@H]1CN(C)C(=O)c2cc(NC(=O)Nc3ccccc3)ccc2OC[C@H](C)NC[C@@H]1C` gave TcdB GH inh 0.8.
Cc1noc(C)c1NC(=O)Nc1ccc2c(c1)C(=O)N([C@H](C)CO)C[C@H](C)[C@@H](CN(C)S(=O)(=O)c1c(C)noc1C)OCCCC[C@H](C)O2 was read as TcdB GH inh 1.0.
`C[C@@H]1CN([C@H](C)CO)C(=O)Cc2cc(NC(=O)C3CCCCC3)ccc2O[C@@H]1CN(C)C` gave TcdB GH inh 0.3.
`C[C@@H]1CN([C@H](C)CO)C(=O)Cc2cc(NC(=O)Cc3ccccc3)ccc2O[C@H]1CN(C)C(=O)NC1CCCCC1` gave TcdB GH inh -0.6.
Screening COCc1cn(CC[C@@H]2CC[C@H](NC(=O)Cc3cccnc3)[C@H](CO)O2)nn1 returned TcdB GH inh -1.5.
Screening CC(C)NC(=O)Nc1ccc2c(c1)C(=O)N([C@H](C)CO)C[C@H](C)[C@H](CN(C)S(=O)(=O)c1ccc(F)cc1)OCCCC[C@@H](C)O2 returned TcdB GH inh -0.7.
For O=C(C[C@@H]1CC[C@@H](NC(=O)Nc2cc(F)ccc2F)[C@H](CO)O1)Nc1ccc(-c2ccccc2)cc1 the results were TcdB GH inh -1.5.
`CCCC[C@@H](O)C1=C(COc2ccccc2)C[C@H]2C(=O)N(Cc3ccccc3)C(=O)[C@H]2[C@H]1CO` gave TcdB GH inh -4.6.
Screening O=C(C[C@@H]1CC[C@H]2[C@@H](COC[C@H](O)CN2Cc2cccc(C(F)(F)F)c2)O1)NCc1ccc(Cl)cc1 returned TcdB GH inh 0.1.
For C[C@@H]1CN([C@H](C)CO)C(=O)c2cc(NS(=O)(=O)c3cccs3)ccc2O[C@@H]1CN(C)C(=O)Nc1ccc(F)cc1 the results were TcdB GH inh 0.7.
`COc1cccc(CN2CCCCN3[C@H](CO)[C@@H](c4ccc(C#Cc5cccnc5)cc4)[C@H]3C2)c1` gave TcdB GH inh -11.
For C[C@@H]1CN([C@H](C)CO)S(=O)(=O)c2ccc(C#C[C@@H](C)O)cc2O[C@H]1CN(C)Cc1ccccc1 the results were TcdB GH inh 0.3.
Screening COCCNC(=O)C[C@H]1C[C@@H]2c3cc(NC(=O)c4ccc5c(c4)OCO5)ccc3O[C@@H]2[C@@H](CO)O1 returned TcdB GH inh -0.2.
`COCC(=O)N1CC2(CN(C(=O)c3cccnc3)C2)c2c([nH]c3cc(OC)ccc23)[C@@H]1CO` gave TcdB GH inh 0.3.
For N#C[C@H]1[C@@H](c2ccccc2)[C@@H](CO)N1C(=O)c1cc(Cl)cc(Cl)c1 the results were TcdB GH inh 0.4.
For O=C(C[C@H]1C[C@@H]2c3cc(NC(=O)NC4CCCC4)ccc3O[C@@H]2[C@H](CO)O1)NCCN1CCCCC1 the results were TcdB GH inh 0.1.
`C=CCNC(=O)[C@H]1[C@@H]2C(=O)O[C@@H](c3ccccc3)[C@@H](c3ccccc3)N2[C@@H](c2ccccc2OCCO)[C@]12C(=O)Nc1ccc(C#CCC(C(=O)OC)C(=O)OC)cc12` gave TcdB GH inh -5.4.
Cc1ccc(S(=O)(=O)N[C@@H]2CC[C@H](CCNC(=O)Nc3ccc(Cl)cc3)O[C@H]2CO)cc1 was read as TcdB GH inh 0.4.
COc1cccc(CNC(=O)[C@@H]2[C@@H](CO)[C@@H]3Cn4c(cccc4=O)[C@H]2N3C(=O)C2CC2)c1 was read as TcdB GH inh -0.4.
Screening O=C(Nc1ccc2c(c1)OCO2)N[C@H]1CC[C@H](CCNC(=O)C2CC2)O[C@H]1CO returned TcdB GH inh -1.3.
Screening C[C@H](CO)N1C[C@H](C)[C@@H](CN(C)S(C)(=O)=O)Oc2ccc(NC(=O)Nc3ccc(F)cc3)cc2CC1=O returned TcdB GH inh 0.1.
Screening CC(C)CC#Cc1ccc2c(c1)O[C@H](CN(C)Cc1ccc3c(c1)OCO3)[C@@H](C)CN([C@@H](C)CO)S2(=O)=O returned TcdB GH inh -0.4.
`C[C@H](CO)N1C[C@H](C)[C@H](CN(C)Cc2cccnc2)Oc2ncc(-c3ccc(C#N)cc3)cc2C1=O` gave TcdB GH inh -0.2.
COc1ccc(S(=O)(=O)Nc2ccc3c(c2)C(=O)N([C@H](C)CO)C[C@H](C)[C@@H](CN(C)S(=O)(=O)c2c(C)noc2C)OCCCC[C@H](C)O3)cc1 was read as TcdB GH inh 0.0.
Screening O=C(C[C@@H]1C[C@H]2c3cc(NS(=O)(=O)c4ccc(F)cc4)ccc3O[C@H]2[C@H](CO)O1)NC1CCCCC1 returned TcdB GH inh 0.1.
Cc1ccc(S(=O)(=O)NCC[C@H]2CC[C@@H](NC(=O)NC(C)C)[C@H](CO)O2)cc1 was read as TcdB GH inh -2.8.
CC(=O)N(C)C[C@H]1Oc2cc(C3=CCCC3)ccc2S(=O)(=O)N([C@@H](C)CO)C[C@H]1C was read as TcdB GH inh 0.2.
CN(C)C(=O)C[C@@H]1CC[C@H]2[C@@H](COC[C@H](O)CN2C(=O)C2CC2)O1 was read as TcdB GH inh -0.5.
Screening CCCNC(=O)Nc1ccc2c(c1)OC[C@@H](C)NC[C@H](C)[C@H](OC)CN(C)C2=O returned TcdB GH inh 0.3.
O=C(C[C@@H]1C=C[C@H](NC(=O)NC2CCCCC2)[C@@H](CO)O1)NCc1ccc(F)cc1 was read as TcdB GH inh -1.4.
`C[C@@H]1CN([C@@H](C)CO)S(=O)(=O)c2ccc(C#CC3(O)CCCC3)cc2O[C@H]1CN(C)C(=O)c1ccccc1` gave TcdB GH inh 0.4.
`O=C(Nc1ccccc1F)N[C@H]1C=C[C@H](CC(=O)N2CCCCC2)O[C@@H]1CO` gave TcdB GH inh -0.4.
Screening N#C[C@@H]1[C@@H](c2ccccc2-c2ccccc2)[C@H](CO)N1C(=O)Cc1ccccc1 returned TcdB GH inh 2.0.
`CCCNC(=O)C[C@H]1CC[C@@H]2[C@@H](COc3ccc(NC(=O)c4ccc5c(c4)OCO5)cc3C(=O)N2C)O1` gave TcdB GH inh 12*.
For Cc1noc(C)c1S(=O)(=O)Nc1ccc2c(c1)C(=O)N([C@@H](C)CO)C[C@H](C)[C@@H](CN(C)CC1CC1)OCCCC[C@@H](C)O2 the results were TcdB GH inh -0.6.
`Cc1ccc(-c2cnc3c(c2)C(=O)N([C@H](C)CO)C[C@@H](C)[C@H](CN(C)C(=O)Cc2ccccc2)O3)cc1` gave TcdB GH inh 2.0.
For CC(C)NC(=O)N(C)C[C@H]1Oc2ccc(NC(=O)Nc3ccc4c(c3)OCO4)cc2CC(=O)N([C@H](C)CO)C[C@@H]1C the results were TcdB GH inh 0.8.
Screening CCCC#Cc1ccc2c(c1)O[C@@H](CN(C)CC1CCCC1)[C@H](C)CN([C@H](C)CO)S2(=O)=O returned TcdB GH inh 1.2.
O=C(C[C@@H]1CC[C@@H]2[C@H](COC[C@@H](O)CN2Cc2ccccc2)O1)NCCCN1CCOCC1 was read as TcdB GH inh -1.5.
COc1ccccc1NC(=O)N1CCCCN2[C@H](C1)[C@H](c1ccc(-c3cccc(F)c3)cc1)[C@@H]2CO was read as TcdB GH inh -1.3.
For C[C@H](CO)N1C[C@H](C)[C@@H](CN(C)S(=O)(=O)c2ccc(F)cc2)Oc2cc(-c3cccc(F)c3)ccc2S1(=O)=O the results were TcdB GH inh 0.2.
Screening C/C=C/c1cnc2c(c1)C(=O)N([C@H](C)CO)C[C@@H](C)[C@H](CN(C)C(=O)Nc1cccc(OC)c1)O2 returned TcdB GH inh -0.6.
